Assay outcomes as filed in PubChem BioAssay.
PvdQ acylase – P. aeruginosa PvdQ acylase inhibitors, primary screen, biochemical, fluorescence, plate reader and imaging, single point; inhibition, % at 10 µM; AID 488965, 2010; 340,000 tested, 0.063% active; purified PvdQ acylase; in the data active means inhibition above about 30%, passing the limit was not always enough;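 further: 0% = vehicle neutral wells and 100% = reference inhibitor wells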
dFosB act – activators of delta FosB homodimer, primary screen, biochemical, fluorescence polarization, TAMRA-CDK5 oligo, single point | 340,000 tested, 0.99% active | purified delta FosB; percent of positive-control signal above neutral wells | AID 493131, 2011 | activation, % at 25 µM;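 active means mean activation above about 17%, with every replicate also reaching it, limit read from the data, passing the limit was not always enough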;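 further: fluorescence polarization rise as delta FosB binds a TAMRA Cdk5 AP-1 oligo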
SR-BI HDL uptake – inhibitors of SR-BI mediated HDL lipid uptake, primary screen, ldlA[mSR-BI] cells, fluorescence, single point; Scavenger receptor class B member 1 (Mus musculus), Q61009; AID 488896, 2010; 320,000 tested, 0.96% active; inhibition, % at 12.5 µM; ldlA[mSR-BI] CHO cells, DiI-HDL uptake fluorescence, 3 h;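 active means mean replicate inhibition of at least 70% and a set share of replicates each scoring 70 or more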;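 further: 0% = median of neutral control wells and 100% = median of positive control wells; values of inactives mirror those of a sister screen read the other way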
Target sequence (Q61009 whole entry, looked up): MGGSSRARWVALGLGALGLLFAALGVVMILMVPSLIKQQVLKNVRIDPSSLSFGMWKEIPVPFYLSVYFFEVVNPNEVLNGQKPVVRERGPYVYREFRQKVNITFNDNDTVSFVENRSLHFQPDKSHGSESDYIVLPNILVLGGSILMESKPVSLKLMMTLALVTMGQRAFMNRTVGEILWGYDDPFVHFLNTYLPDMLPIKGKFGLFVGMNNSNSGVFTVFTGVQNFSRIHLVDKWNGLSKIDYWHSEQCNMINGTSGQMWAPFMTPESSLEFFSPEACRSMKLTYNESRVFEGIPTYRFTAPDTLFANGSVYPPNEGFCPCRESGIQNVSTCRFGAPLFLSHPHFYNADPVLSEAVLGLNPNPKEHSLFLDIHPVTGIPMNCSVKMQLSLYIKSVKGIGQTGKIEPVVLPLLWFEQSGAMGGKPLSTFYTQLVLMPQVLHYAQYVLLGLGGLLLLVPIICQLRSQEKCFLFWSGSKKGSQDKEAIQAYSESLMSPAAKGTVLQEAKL
NSD2 inh – NSD2 histone methyltransferase inhibitors, primary screen, biochemical, AlphaScreen, single concentration, set 2 | inhibition, % at 12.5 µM | 310,000 tested, 0.54% active | NSD2 peptide methylation, 120 min | Histone-lysine N-methyltransferase NSD2 (Homo sapiens), O96028; in the data active means inhibition above about 50%
CDK5 p35 inh – inhibitors of human CDK5/p35 kinase, primary screen, biochemical, single concentration | AID 488839, 2010 | 330,000 tested, 0.01% active | Cyclin-dependent kinase 5 (Homo sapiens) + Cyclin-dependent kinase 5 activator 1 (Homo … | Recombinant CDK5/p35, ADP-Glo luminescence, 60 min | inhibition, % at 10 µM;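 active means highest replicate inhibition of at least 50% and at least 75% of replicates reaching 50%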;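 further: plate controls were DMSO neutral control for no effect and GW8510 at 10 µM for full effect; many of its hits are not listed in these tables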
HTR5A ag ctr – HTR5A agonists in luminescence cell assay, primary screen, counter-screen for OPRM1-OPRD1 heterodimer agonist project, full-deck HTS; activation, % at 9.3 µM; cell-based; AID 504692, 2011; 340,000 tested, 0.61% active; in the data active means activation mostly above about 9.5%, no sharp cut-off; inactive means mostly below about 7.6%;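 further: 0% = cells with vehicle only and 100% = reference agonist; strong numbers were not always called active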
Target sequence (P47898 whole entry, looked up): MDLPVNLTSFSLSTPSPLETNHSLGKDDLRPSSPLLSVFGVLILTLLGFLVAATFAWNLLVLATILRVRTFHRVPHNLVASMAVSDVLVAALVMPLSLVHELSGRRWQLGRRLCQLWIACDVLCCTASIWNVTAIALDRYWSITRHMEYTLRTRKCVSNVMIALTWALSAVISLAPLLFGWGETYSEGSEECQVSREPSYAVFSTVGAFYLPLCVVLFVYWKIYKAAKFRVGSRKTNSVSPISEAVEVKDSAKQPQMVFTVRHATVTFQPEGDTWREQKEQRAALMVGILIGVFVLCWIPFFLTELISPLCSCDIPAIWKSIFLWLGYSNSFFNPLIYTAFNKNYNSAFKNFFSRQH
Wnt bcat act – Wnt/beta-catenin pathway activators, primary screen, cell-based, plate reader, single point; Wnt/beta-catenin reporter cell assay, activator; activation, % at 9.35 µM; 300,000 tested, 1.2% active; AID 743398, 2014; in the data active means activation above about 30%, passing the limit was not always enough;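 further: 0% = neutral control wells and 100% = positive control wells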
V-ATPase pHluor – regulators of yeast V-ATPase proton pumping, primary screen, pHLuorin cytosolic pH fluorescence; S. cerevisiae; response, % at 10 µM; 350,000 tested, 0.37% active; AID 504577, 2011; in the data active means response mostly above about 7.3%, no sharp cut-off; inactive means mostly below about 5.4%; further: actives read high; inactives centre near 0; some compounds called inactive have numbers as strong as hits; reference of the scale not given here
MITF act – activators of MITF-driven TRPM1 promoter reporter, primary screen, cell-based, SK-MEL-5, luciferase, single point; SK-MEL-5 TRPM1-promoter luciferase, 24 h; % of positive control, neutral wells = 0; activation, % at 12.5 µM; 300,000 tested, 0.75% active; AID 588334, 2011;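 active means mean activation of at least 80% with every replicate also reaching 80%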;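 further: 0% = neutral control wells and 100% = parthenolide positive control wells; values of inactives mirror those of a sister screen read the other way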
HTR5A inv ctr – HTR5A inverse agonists in luminescence cell assay, primary screen, counter-screen for OPRM1-OPRD1 heterodimer inverse agonist project, full-deck HTS; 5-hydroxytryptamine receptor 5A (Homo sapiens), P47898; HTR5A cell line, inverse agonism; inhibition, % at 9.3 µM; 340,000 tested, 0.083% active; AID 504634, 2011; in the data active means inhibition mostly above about 23%, no sharp cut-off; inactive means mostly below about 18%;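 further: 0% = cells with DMSO and 100% = no-cell wells with DMSO; some compounds called inactive have numbers as strong as hits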
The depositor's hits bear a star; . = no result given.

SMILES	PvdQ acylase	dFosB act	SR-BI HDL uptake	NSD2 inh	CDK5 p35 inh	HTR5A ag ctr	Wnt bcat act	V-ATPase pHluor	MITF act	HTR5A inv ctr
COCCNC(=S)N1CCC(c2nc(-c3ccc(F)cc3)no2)CC1	17	-8	-5	36	1.5	4	0	-1	-13	-11
CCOC(=O)C1(CCOc2ccccc2)CCN(Cc2cccc(OCCO)c2)CC1	-11	-1	11	2	2.2	-5	-6	-3	-16	-5
O=C(NC(NCc1ccccc1)C(Cl)(Cl)Cl)c1cccnc1 (centres undefined)	-7	9	-15	0	-0.3	4	0	7	.	9
CCc1nnc(NC(=O)CSc2nc3cc(OC)c(OC)cc3cc2C)s1	2	-2	31	1	0.1	3	.	-1	-1	-9
COc1ccccc1C(=O)OCCN=C1NS(=O)(=O)c2ccccc21	22	-5	7	2	0.1	9	-2	8	0	3
O=C(CCc1ccccc1)NNC(=O)c1ccccc1Cl	0	0	-7	-1	0.7	-3	0	0	1	12
COc1ccccc1N1CCN(C(=O)CSc2ccccc2)CC1	-4	0	-6	.	-1.0	1	.	-6	65	-9
NC(=NCCc1c[nH]c2ccccc12)NS(=O)(=O)c1cc(F)ccc1F	0	-3	-20	3	0.8	4	-4	-2	4	-3
Cc1cccc2cc(CN(CC3CCCO3)C(=O)c3ccncc3)c(=O)[nH]c12 (centres undefined)	-9	-8	-22	-3	-0.4	0	0	-3	.	0
COc1ccc(CC(=O)Nc2cc(Cl)ccc2C(=O)O)cc1	-18	-3	-1	-3	0.2	0	0	1	2	-33
O=C(CSc1ccccc1C(=O)N1CCN(c2ccccc2)CC1)N1CCCC1	-10	-4	-17	-2	2.2	1	12	-1	1	-3
Cc1cc(C)c(C(=O)Cn2nc(C)c([N+](=O)[O-])c2C)cc1C	-12	-2	41	-7	-0.1	3	-3	-1	5	19
CCOc1ccc(S(=O)(=O)N2CCN(C(=O)CCOc3ccccc3C)CC2)cc1	-7	-16	24	-2	0.0	10	-1	1	-8	14
CCc1ccccc1NC(=O)CSc1nnc(CNC(=O)c2ccco2)n1C	0	-1	.	-2	-0.5	2	-2	-1	6	-5
COc1ccc(O)c(-c2[nH]ncc2C(=O)c2cccc(C)c2)c1	-12	-2	-6	-1	-3.1	3	1	0	1	-13
NC(=O)c1nsc(C(=O)N(Cc2cccnc2)C(C(=O)NCc2ccc(F)cc2)c2ccc(O)cc2)c1N (centres undefined)	-3	-5	.	-6	0.1	-4	-2	-2	-8	12
Clc1ccc2nc(C3CCN(Cc4ccccc4)CC3)[nH]c2c1	1	-6	-36	1	7.6	-8	-7	4	-1	20
CCn1c(SCC(=O)NCCCN2CCCC2=O)nnc1-c1cccc(C)c1	1	-7	0	-3	1.6	4	3	8	-1	-15
CCC(c1nnnn1C1CCCC1)N(Cc1cccs1)Cc1cc2cccc(C)c2[nH]c1=O (centres undefined)	6	-13	-3	-2	1.0	7	.	-1	-6	13
COc1ccc([C@@H]2CC(=O)c3c(O)cc(O[C@@H]4O[C@H](CO[C@@H]5O[C@@H](C)[C@H](O)[C@@H](O)[C@H]5O)[C@@H](O)[C@H](O)[C@H]4O)cc3O2)cc1O	-10	4	-8	.	-4.3	7	0	-1	-3	-25
COCCNC(=O)C(c1ccc(F)cc1)N(Cc1ccco1)C(=O)CCC(=O)Nc1nccs1 (centres undefined)	-18	-5	-5	0	-5.1	6	1	0	-2	-4
Cc1ccc(-c2nnc(OCCN3CCOCC3)c3ccccc23)cc1	-16	-5	28	2	1.7	-1	-2	3	-11	4
CCCCN(C(=O)c1cccc(N2C(=O)c3ccccc3C2=O)c1)c1c(N)n(CC(C)C)c(=O)[nH]c1=O	-12	13	-7	3	-2.4	4	-1	2	1	-11
COc1ccc(S(=O)(=O)N(C)C[C@H]2Oc3ccc(NS(=O)(=O)c4ccccc4)cc3CC(=O)N([C@H](C)CO)C[C@@H]2C)cc1	-17	-7	-44	.	0.7	2	-3	1	3	-11
COc1cccc(C(=O)N(Cc2ccco2)c2c(N)n(Cc3ccccc3)c(=O)[nH]c2=O)c1	-1	-2	-7	1	0.0	-6	-3	2	11	3
COc1ccc(C2N(c3ccc(F)cc3)C(=O)C3CCCN32)cc1 (centres undefined)	-2	-1	-21	.	0.2	-1	-2	1	.	2
CC(=O)N1c2ccccc2C(C)(C)C2CCC(C)CC21 (centres undefined)	-6	-10	20	1	0.2	-3	6	-5	.	7
O=C(CN1CCN(c2ccccc2F)CC1)NCc1ccc(Cl)cc1	7	-2	6	-1	-0.7	0	3	-1	.	-1
CC12CCC(=O)N1C(C(=O)OCc1c(Cl)cccc1Cl)CS2 (centres undefined)	-8	-6	10	4	0.0	0	-1	2	-10	-5
O=C(NCC(=O)N(c1ccc(F)cc1)C(C(=O)NC1CCCCC1)c1ccncc1)c1ccco1 (centres undefined)	6	-9	-19	-3	0.8	7	-1	-3	-7	-19
CCOc1cc(/C=N/n2cnnc2)ccc1O	12	3	-13	5	6.5	-4	-1	-1	-14	9
CC(=O)Nc1ccc2nc(C3CC3)n(Cc3ccc(Cl)cc3)c(=O)c2c1	-7	-12	33	2	-2.0	9	-2	3	43	-26
CCOC(=O)CCc1c(C)n[nH]c1C	3	-1	1	-2	-1.8	-2	-2	-2	-8	-2
COCCN(Cc1ccccc1)C(=O)C1CCN(C(=O)Nc2ccccc2)CC1	-11	1	-2	-1	1.7	3	3	-1	5	-15
O=C(O)c1cc(NS(=O)(=O)c2ccc(NC3CCCCC3)c([N+](=O)[O-])c2)cc(C(=O)O)c1	-1	-1	-8	4	-2.6	-1	-2	3	1	3
CCOC(=O)c1ccc(S(=O)(=O)Nc2cc(C(C)(C)C)no2)cc1	-4	3	-15	-3	-2.3	-6	.	-1	-5	14
COc1ccc(S(=O)(=O)N2CCOCC2)cc1NC(=O)COc1ccc(C(C)=O)cc1OC	4	-3	37	0	0.6	3	0	-3	14	-7
COc1ccc(N2CCN(S(=O)(=O)CCNC(=O)/C=C/c3ccccc3)CC2)cc1	-6	-10	14	-1	0.3	0	1	-3	-6	1
Cc1ccc(Cn2c(SCC(N)=O)nc3c2c(=O)n(C)c(=O)n3C)cc1	-17	-8	-4	-4	-0.4	-4	0	0	-3	-22
O=C(Cc1ccccc1)Nc1scc(-c2ccccc2)c1C(=O)N1CCOCC1	-2	-7	3	0	-0.5	-3	.	1	.	-20

Random excerpt: 2 entries already listed
SMILES	PvdQ acylase	dFosB act	SR-BI HDL uptake	NSD2 inh	CDK5 p35 inh	HTR5A ag ctr	Wnt bcat act	V-ATPase pHluor	MITF act	HTR5A inv ctr
COc1ccc(C2N(c3ccc(F)cc3)C(=O)C3CCCN32)cc1 (centres undefined)	-2	-1	-21	.	0.2	-1	-2	1	.	2
CC12CCC(=O)N1C(C(=O)OCc1c(Cl)cccc1Cl)CS2 (centres undefined)	-8	-6	10	4	0.0	0	-1	2	-10	-5

Going on with the list.
SMILES	PvdQ acylase	dFosB act	SR-BI HDL uptake	NSD2 inh	CDK5 p35 inh	HTR5A ag ctr	Wnt bcat act	V-ATPase pHluor	MITF act	HTR5A inv ctr
CCC1SC(C)C/C(=N/NC(N)=O)C1C (centres undefined)	-2	-3	-24	-2	-4.6	-3	0	3	1	8
COc1ccccc1NC(=O)C1CCCN(S(=O)(=O)c2cccc3nsnc23)C1 (centres undefined)	-14	-5	63	3	-1.3	-2	-3	5	-3	9
Cc1cccc2sc(NC(=O)C3CCN(S(=O)(=O)c4cc([N+](=O)[O-])ccc4Cl)CC3)nc12	3	-8	62	-3	0.3	0	0	-1	-42	-6
Cc1nc2sc(C(c3cccc(F)c3)N3CCCC(C)C3)c(O)n2n1 (centres undefined)	-9	-9	.	4	-1.6	-3	.	-2	-9	-5
COc1ccc(Cl)cc1NC(=S)NCCc1ccc(F)cc1	-9	-2	40	-2	1.2	3	.	2	5	-1
COc1ccc(NC(=O)c2cc3ccccc3o2)cc1OC	-17	-5	33	0	-0.8	6	8	-4	35	-18
O=[N+]([O-])c1cccc(S(=O)(=O)NCCCN2CCOCC2)c1	-18	1	5	-1	0.8	4	-1	2	-2	-2
O=C1OC(/C(=C\NCc2ccccc2)[N+](=O)[O-])c2ccccc21 (centres undefined)	-10	-2	-4	-1	1.5	.	-1	0	-1	.
O=c1c2ccccc2ncn1CCOCCOc1cccc(Br)c1	-4	-7	-7	-1	0.4	0	-1	0	0	1
CON(C)S(=O)(=O)c1ccc2c(c1)NC(=O)C1CCCN21 (centres undefined)	6	-4	24	.	-2.1	-8	6	-2	.	22
CCN(CC)C(=O)c1cc2c(=O)oc3ccccc3c2s1	-9	-23	0	-2	0.5	4	.	-4	8	-18
CCOC(=O)CSc1nc2ccc(C)cc2n2cnnc12	3	-17	13	-1	-1.7	-1	0	2	.	2
O=C(c1cccs1)c1coc2ccc(O)c(CN3CCOCC3)c12	10	-7	14	1	1.6	6	.	2	.	-18
O=C1/C(=C/c2coc3ccc(O)cc3c2=O)SC(=S)N1c1ccccc1	-9	45*	.	0	-2.6	-7	-4	-3	-10	5
O=C(c1ccc([N+](=O)[O-])s1)N1CCN(c2ccccc2)CC1	-10	7	-6	12	-6.8	0	0	-4	-43	-22
O=C(CC(SCCO)c1ccc2c(c1)OCO2)c1cccs1 (centres undefined)	-5	-6	14	4	1.2	0	42*	-2	88*	2
CC(C)Cc1cc(C(=O)NCCc2ccccc2)no1	-1	-2	-31	.	0.8	1	29	-3	.	-42
CC1=C(C(=O)OCc2ccccc2)C(c2ccc(Cl)cc2Cl)NC(=O)N1CCCC(=O)O (centres undefined)	-3	-2	6	.	-2.1	-2	.	-3	-14	5
CC(=O)N1CCN(Cc2nc3cc(Cl)ccc3c(=O)[nH]2)CC1	-7	-2	-5	-2	0.0	-2	-1	-1	3	1
COc1ccccc1C(=O)Nc1ccnn1C1CCN(CCCC2CCCC2)CC1	-7	-8	-2	0	-1.9	3	0	0	1	7
COc1cccc(C2CC(=O)Nc3cc4c(cc32)OCCO4)c1OC(C)C (centres undefined)	-5	1	-35	.	1.0	0	-4	-3	-14	0
Cc1csc(NC(=O)c2nc3nccc(C)n3n2)n1	9	-4	-28	4	-0.4	-4	.	0	49	-12
CCCc1nnc(NC(=O)C2CC(=O)N(C3CCCC3)C2)s1 (centres undefined)	-10	-7	.	-6	-8.2	3	-1	5	-7	-9
COc1ccccc1-c1cc(C(F)(F)F)nc(N2CCN(c3ccccc3)CC2)n1	-5	-7	-105	-9	-1.3	10	-3	5	.	-25
Cc1noc(C)c1COc1ccc(C(=O)OC(C)C(=O)Nc2ccc(S(=O)(=O)N3CCOCC3)cc2)cc1 (centres undefined)	-13	1	9	0	-0.5	0	-4	1	-9	26
COc1ccc(CN(C(=O)/C=C/c2ccccc2Cl)C2CCS(=O)(=O)C2)cc1 (centres undefined)	-5	-9	.	3	-1.9	-3	-1	-1	.	-10
Cc1ccc(CC(=O)NCc2ccc(Cl)cc2)cc1	-14	-4	-11	-3	-0.9	2	-1	1	-13	-5
CCOCC(=O)Nc1cccc(NC(C)=O)c1	-6	2	-3	2	3.1	0	-2	-1	2	-14
